# Compound activity (PubChem)
# GC-B act: GC-B (human) receptor activation; activation, % at 10 µM; HEK293-GC-B cells, CNP EC30, cGMP TR-FRET; 0% at EC30 CNP, 100% saturating CNP; actives 0.11% (n = 370,000); P20594; AID 1920062;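 active = activation at 10 µM reaching about 35% in either raw or pattern-adjusted values, limit read from the data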
# ARFGAP1 inhibitor: inhibits rat ARF GTPase activating protein 1. Arfgap1-stimulated ARF1 GTP hydrolysis, GDP FP detection. inhibition, % at 16.5 µM. actives 0.26% (n = 360,000). AID 651572;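 active = inhibition above a per-plate limit, mean inhibition of low control wells plus 3 SD, cut at about 25% in these data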;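 note: 0% = DMSO wells with enzyme and 100% = wells lacking Arfgap1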
# Target sequence (Q62848 1-136 limits assumed): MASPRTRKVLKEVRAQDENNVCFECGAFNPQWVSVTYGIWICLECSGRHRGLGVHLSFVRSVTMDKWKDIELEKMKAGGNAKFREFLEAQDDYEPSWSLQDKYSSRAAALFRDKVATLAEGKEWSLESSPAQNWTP
#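 Assay system: Rat Arfgap1 GAP domain (His6, aa 1-136), purified enzyme | Buffer or medium: HEPES 25 mM pH 7.5, NaCl 150 mM, MgCl2, DTT | Schedule: GTP hydrolysis reaction 2 h at 25 °C | Signal: FP of antibody-bound GDP Alexa 633 tracer, ex 620/em 688 nm | Measure: Percent inhibition of Arfgap1-stimulated GTP hydrolysis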
# NPR1 activator: GC-A (human) enzyme activation. activation, % at 10 µM. actives 0.14% (n = 370,000). HEK293 GC-A cells, cGMP TR-FRET, EC30 ANP; 0% at EC30 ANP, 100% saturating ANP; in the data active = activation above about 40%
# mABHD4 FP: inhibits mouse alpha/beta hydrolase domain 4; inhibition, % at 8.92 µM; Q8VD66; actives 0.54% (n = 370,000); AID 720543; purified mABHD4, FP-Rh probe fluorescence polarization;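 active = inhibition exceeding the mean over every tested compound plus 3 SD, cut at about 30% in these data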;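 note: 0% = plate median of compound wells and 100% = S159A mutant with DMSO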
# Target sequence (Q8VD66 whole entry, looked up, the tested form may be a part): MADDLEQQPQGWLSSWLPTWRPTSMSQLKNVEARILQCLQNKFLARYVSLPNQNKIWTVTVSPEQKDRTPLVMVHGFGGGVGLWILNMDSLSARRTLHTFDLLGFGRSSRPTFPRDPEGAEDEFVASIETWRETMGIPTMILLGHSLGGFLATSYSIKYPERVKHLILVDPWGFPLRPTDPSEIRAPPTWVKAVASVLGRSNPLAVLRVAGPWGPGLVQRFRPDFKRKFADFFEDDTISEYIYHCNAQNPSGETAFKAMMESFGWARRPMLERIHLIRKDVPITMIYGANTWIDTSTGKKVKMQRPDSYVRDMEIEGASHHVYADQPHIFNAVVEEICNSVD
#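 System: mouse ABHD4 enzyme, wild type / Medium: HEPES pH 7.0, NaCl, Pluronic buffer / Reagent: FP-Rh activity-based fluorescent probe / Control set: S159A mutant high control, sample median low control / Detection: fluorescence polarization with parallel and perpendicular emission, 525/598 nm / Schedule: 45 min + 60 min at 25 °C / Compound dosing: 8.92 µM, single dose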
# SMARCA2 activ: increases SMARCA2 function in MMTV reporter cells. MG213 cells, MMTV-luciferase reporter, dexamethasone, overnight. activation, % at 9.1 µM. actives 1% (n = 370,000). AID 652017; in the data active = activation above about 7.8%;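 note: 0% = vehicle wells and 100% = reference activator wells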
# Rev-erbA mod: modulates human Rev-erb alpha binding to DNA | Rev-erbα–FITC-DNA binding, fluorescence polarization, 90 min | actives 0.79% (n = 370,000) | AID 1259318 | activity, % at 10 µM;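 active = activity above about 14%, limit read from the data; passing the limit was not always enough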;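 note: 0% = DMSO wells with 35 nM protein and 100% = DMSO wells with 750 nM protein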
# Target sequence (P20393 whole entry, looked up): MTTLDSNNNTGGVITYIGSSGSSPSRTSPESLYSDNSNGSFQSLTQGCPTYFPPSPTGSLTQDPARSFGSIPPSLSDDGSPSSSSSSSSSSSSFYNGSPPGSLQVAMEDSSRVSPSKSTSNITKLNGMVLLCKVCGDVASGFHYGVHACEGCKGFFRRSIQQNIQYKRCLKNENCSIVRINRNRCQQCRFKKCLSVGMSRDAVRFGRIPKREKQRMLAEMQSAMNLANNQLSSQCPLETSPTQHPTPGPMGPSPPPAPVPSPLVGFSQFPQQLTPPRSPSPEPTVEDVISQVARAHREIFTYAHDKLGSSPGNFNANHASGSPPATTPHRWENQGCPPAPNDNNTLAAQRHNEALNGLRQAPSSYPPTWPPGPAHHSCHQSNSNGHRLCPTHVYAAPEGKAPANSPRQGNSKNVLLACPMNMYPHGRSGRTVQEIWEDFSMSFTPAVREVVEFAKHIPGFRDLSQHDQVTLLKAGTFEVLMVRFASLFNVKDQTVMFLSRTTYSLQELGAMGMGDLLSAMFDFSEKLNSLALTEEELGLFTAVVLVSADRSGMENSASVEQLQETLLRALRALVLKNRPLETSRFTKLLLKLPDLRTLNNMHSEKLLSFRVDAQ
# rCAG binder: r(CAG) repeat RNA binding | TO-PRO-1 dye displacement fluorescence | inhibition, % at 3 µM | actives 1.3% (n = 370,000) | AID 651821;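 active = inhibition above the plate cutoff, the mean of all test compounds on that plate plus 3 SD, cut at about 35% in these data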;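 note: 0% = DMSO alone and 100% = 100 µM mitoxantrone as full dye displacement; higher means more dye released from RNA so lower well fluorescence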
# ASAP1 inh: blocks human ASAP1-stimulated Arf1 GTP hydrolysis; actives 0.19% (n = 360,000); inhibition, % at 16.5 µM; GDP FP detection; AID 624377; in the data active = inhibition above about 25%;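 note: 0% = vehicle with enzyme and substrate and 100% = no enzyme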
# HTRA1 inhibitor: inhibitors of human serine peptidase HTRA1; recombinant HTRA1, FP-rhodamine activity-based probe, fluorescence polarization; inhibition, % at 5.96 µM; actives 0.5% (n = 340,000); AID 504803; in the data active = inhibition above about 36%;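 note: 0% = enzyme with DMSO and 100% = wells lacking enzyme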
# PG9 Ab binder: binds the HIV-1 gp120 antibody PG9. inhibition, % at 6.7 µM. actives 0.43% (n = 360,000). TR-FRET gp120-PG9 antibody binding; in the data active = inhibition above about 8.5%
# * = called active by the depositor; x = no result given.
1. CS(=O)(=O)N(CC(=O)N1CCC(C(N)=O)CC1)Cc1ccc(Cl)c(Cl)c1
2. N#C/C(=C/Nc1ccccc1F)S(=O)(=O)c1ccc(Cl)cc1
3. COc1ccc(/C=C/C(=O)OCCCN(C)C)cc1
4. CC(C)CNc1nc(N)c([N+](=O)[O-])c(NCc2ccccc2)n1
5. CCC1CN(C(=O)NCc2ccc(F)cc2)c2ccccc2O1 (configuration not stated)
6. N#Cc1ccccc1NC(=O)COC(=O)c1ccc2c(c1)OCCO2
7. COc1c(Cl)cc(-c2noc(C)c2C(=O)NC(C)C)cc1Cl
8. CCOC(=O)C1CN(S(=O)(=O)c2ccc(C)cc2)CCN1S(=O)(=O)c1ccc(C)cc1 (configuration not stated)

Assay by compound,1,2,3,4,5,6,7,8
ASAP1 inh,1,3,13,-12,16,4,13,0
Rev-erbA mod,8,1,9,-1,-1,-4,-3,-1
NPR1 activator,1,8,0,10,-4,-1,-5,0
HTRA1 inhibitor,3,-9,0,-5,2,0,0,-5
mABHD4 FP,0,5,-3,7,5,-13,1,5
PG9 Ab binder,-0.1,-0.7,-2.2,0.3,-2.4,3.9,-2.1,1.2
GC-B act,4,4,4,8,-6,-5,1,-5
ARFGAP1 inhibitor,5,-1,-13,2,7,11,8,-4
SMARCA2 activ,3,-2,-3,-2,2,3,1,-4
rCAG binder,-2,9,1,1,-5,6,1,-4

9. Cn1[nH]c(-c2ccccc2)c(/C=N/O)c1=O
10. Cc1ccc(S(=O)(=O)NC2(C(=O)O)CCCC2)cc1
11. N#CCc1nn(Cc2ccc(F)cc2)c(=O)c2ccccc12
12. Cc1oc(-c2cccc(Cl)c2)nc1CN1CCC(C(=O)NCCCN2CCCC2=O)CC1
13. COc1ccc(CCNC(=S)NNC(=O)c2c(Br)c(C)nn2C)cc1OC
14. COC(=O)C1=C(CS(=O)(=O)c2ccccc2)NC(=O)NC1c1ccc(OC)c(OC)c1 (configuration not stated)
15. CCCCNC(=O)C1CC(=O)N(CCc2ccccc2)C1 (configuration not stated)
16. CCN1CCN(CCCNC(=O)CCCn2nc(C)c3sc4ccccc4c3c2=O)CC1

Assay by compound,9,10,11,12,13,14,15,16
ASAP1 inh,-2,4,4,0,-15,-7,4,-1
Rev-erbA mod,1,0,-6,1,4,4,-6,-2
NPR1 activator,2,-1,1,5,-2,-1,-5,1
HTRA1 inhibitor,x,3,-2,5,1,4,1,0
mABHD4 FP,3,2,2,-8,12,-5,4,-4
PG9 Ab binder,-3.8,-3.0,-0.8,-1.7,-1.0,-2.4,-0.9,-1.7
GC-B act,0,6,8,2,-3,4,-1,3
ARFGAP1 inhibitor,5,13,3,6,-1,6,3,3
SMARCA2 activ,1,-2,-1,1,-1,-3,-2,-3
rCAG binder,0,2,-1,-1,18,-1,-3,-7

# Record cards, as listed above:
# CCCCNC(=O)C1CC(=O)N(CCc2ccccc2)C1 (configuration not stated) across the screens: ASAP1 inh = 4; Rev-erbA mod = -6; NPR1 activator = -5; HTRA1 inhibitor = 1; mABHD4 FP = 4; PG9 Ab binder = -0.9; GC-B act = -1; ARFGAP1 inhibitor = 3; SMARCA2 activ = -2; rCAG binder = -3
# Cc1ccc(S(=O)(=O)NC2(C(=O)O)CCCC2)cc1 across the screens: ASAP1 inh = 4; Rev-erbA mod = 0; NPR1 activator = -1; HTRA1 inhibitor = 3; mABHD4 FP = 2; PG9 Ab binder = -3.0; GC-B act = 6; ARFGAP1 inhibitor = 13; SMARCA2 activ = -2; rCAG binder = 2
# CCN1CCN(CCCNC(=O)CCCn2nc(C)c3sc4ccccc4c3c2=O)CC1 across the screens: ASAP1 inh = -1; Rev-erbA mod = -2; NPR1 activator = 1; HTRA1 inhibitor = 0; mABHD4 FP = -4; PG9 Ab binder = -1.7; GC-B act = 3; ARFGAP1 inhibitor = 3; SMARCA2 activ = -3; rCAG binder = -7

# Further results:
17. CCCCNC(=O)Nc1cc(C(F)(F)F)c[nH]c1=O
18. CCOC(=O)[C@@H]1[C@H]2COc3ccc(Br)cc3[C@@H]2N2C(=O)N(c3ccc(F)cc3)C(=O)[C@@]12C
19. CCc1nnc(NC(=O)Cc2c[nH]c3ccccc23)s1
20. CNc1c(NS(=O)(=O)c2ccc(Br)cc2)c(=O)oc2ccccc12
21. N#Cc1ccccc1CSc1nc2ccsc2c(=O)n1Cc1ccccn1
22. O=S(=O)(c1ccc(S(=O)(=O)N(Cc2ccco2)Cc2ccccc2Cl)cc1)N1CCCC1
23. COc1ccc(C(=O)Oc2ccc(C)cc2)cc1S(=O)(=O)N1CCOCC1
24. COc1ccc2nc3cc(Cl)ccc3c(Nc3ccc(O)c(CN4CCN(C)CC4)c3)c2c1

Assay by compound,17,18,19,20,21,22,23,24
ASAP1 inh,-14,-9,10,5,2,1,-3,6
Rev-erbA mod,-2,12,-4,5,0,5,4,5
NPR1 activator,-1,-6,1,-2,-14,0,-1,9
HTRA1 inhibitor,-3,-4,-8,-12,-4,-4,-2,31
mABHD4 FP,-2,2,7,-7,-1,-2,5,25
PG9 Ab binder,-0.9,-0.3,1.8,1.6,-3.6,-1.4,-0.8,-20
GC-B act,4,-8,3,-8,-2,-7,-2,-1
ARFGAP1 inhibitor,-1,-12,3,14,-2,-10,-12,7
SMARCA2 activ,-2,1,-3,0,-2,-6,-1,20*
rCAG binder,1,-3,4,4,-4,5,3,9

25. CC(=O)N1CCN(S(=O)(=O)c2cccc(C(=O)OCC(=O)NC(=O)c3cccn3C)c2)CC1
26. CCc1ccc2[nH]c(=O)c(CN(CCCN3CCOCC3)C(=O)Nc3cccc(Cl)c3)cc2c1
27. CCN(CC)CCNc1nc(-c2ccccc2)c2c(c1C#N)CC(C)(C)OC2
28. C[C@H]1CN(C2CCCCC2)C(=O)[C@@H]1CC(=O)Nc1ccc(Br)cc1
29. Clc1ccccc1-c1nn2c(Cn3cnc4ccccc43)nnc2s1
30. Cc1cc(NC(CC(C)C)C(=O)O)nc(Cc2ccccc2)n1 (configuration not stated)
31. O=C(Cn1cnc2sc(-c3ccccc3)cc2c1=O)N1CCOCC1
32. O=S(=O)(Nc1nc2ccccc2[nH]1)c1ccc(Cl)cc1

Assay by compound,25,26,27,28,29,30,31,32
ASAP1 inh,0,14,-6,0,-12,-1,-10,10
Rev-erbA mod,-3,-3,0,-6,-3,2,-6,-1
NPR1 activator,2,12,-8,5,-2,2,1,2
HTRA1 inhibitor,5,-29,-3,0,1,-4,5,-5
mABHD4 FP,-7,5,6,0,1,11,-5,-9
PG9 Ab binder,-1.9,-0.8,0.7,1.5,-1.0,-1.7,-0.3,-0.9
GC-B act,-2,-6,-11,0,-1,2,0,-4
ARFGAP1 inhibitor,6,9,4,4,10,10,-4,4
SMARCA2 activ,-2,0,2,4,-3,1,-3,-3
rCAG binder,-2,9,5,0,-1,2,-1,0

33. OC(c1ccccc1)(c1nc(-c2cccc(C(F)(F)F)c2)cs1)C(F)(F)F (configuration not stated)
34. CCCCNC(=O)C1c2ccccc2OCC(=O)N1C1CC1 (configuration not stated)
35. O=C(NC1CCCc2ccccc21)C1CCCC1 (configuration not stated)
36. O=C1[C@H](Cc2ccccc2)NCCCC[C@@H](c2ccc(Cl)cc2)N1Cc1ccccc1
37. CC1CCCCC1NC(=O)CO/N=C/c1ccc(OC(F)F)cc1 (configuration not stated)
38. C/C(=N\NC(=O)c1ccc(O)cc1)c1ccc2c(c1)Nc1ccccc1S2
39. O=C(c1ccc2c(c1)N(Cc1ccccc1)CCS2)N1CCOCC1
40. COc1ccc(-c2cc(C(=O)N3CCN(C(c4ccccc4)c4ccccc4)CC3)no2)cc1

Assay by compound,33,34,35,36,37,38,39,40
ASAP1 inh,1,-3,2,-4,17,12,4,x
Rev-erbA mod,2,-1,5,1,-3,4,7,2
NPR1 activator,2,-6,-2,-13,4,-5,-4,1
HTRA1 inhibitor,x,x,0,-41,-3,17,2,0
mABHD4 FP,-31,-1,-4,19,0,22,-3,x
PG9 Ab binder,2.5,0.8,-1.8,0.1,-0.1,-4.2,-0.9,x
GC-B act,4,-9,3,-25,1,-4,0,0
ARFGAP1 inhibitor,20,-9,-14,2,0,21,13,x
SMARCA2 activ,-1,-3,-1,-1,-4,-4,2,x
rCAG binder,4,2,-1,0,-4,6,-7,x

# A different layout for some results above.
nr	molecule	ASAP1 inh	Rev-erbA mod	NPR1 activator	HTRA1 inhibitor	mABHD4 FP	PG9 Ab binder	GC-B act	ARFGAP1 inhibitor	SMARCA2 activ	rCAG binder
39	O=C(c1ccc2c(c1)N(Cc1ccccc1)CCS2)N1CCOCC1	4	7	-4	2	-3	-0.9	0	13	2	-7
3	COc1ccc(/C=C/C(=O)OCCCN(C)C)cc1	13	9	0	0	-3	-2.2	4	-13	-3	1

# The list goes on:
41. CN[C@H]1C[C@H]2c3[nH]c4ccc(-c5ccc(OC)cc5)cc4c3CCN2C(=O)[C@H]1[C@H](C)O
42. C=C1C(=O)OC2CC1C(O)CC(C)=CCCC(C)=CC(O)CC2C (configuration not stated)
43. Cc1noc(C)c1COC(=O)c1ccccc1Oc1ccccc1
44. Cc1cc(C)cc(NC(=O)Cn2c(=O)oc3cc(S(=O)(=O)N4CC(C)CC(C)C4)ccc32)c1 (configuration not stated)
45. CS(=O)(=O)N(CC(=O)NCCSCc1ccccc1)c1ccccc1
46. O=C(O)C(Cc1ccccc1)N1Cc2ccccc2C1=O (configuration not stated)
47. COc1ccc(C(C)(C)C)cc1NC(=O)CCn1[nH]c(=O)ccc1=O
48. COc1cc(C2C(C(=O)c3cccs3)=C(O)C(=O)N2CCN2CCOCC2)ccc1OCCC(C)C (configuration not stated)

Assay by compound,41,42,43,44,45,46,47,48
ASAP1 inh,-7,4,14,-13,-8,-8,-8,3
Rev-erbA mod,-1,1,12,-3,-7,-3,18,8
NPR1 activator,2,1,-11,-4,0,1,2,-1
HTRA1 inhibitor,21,3,0,-12,3,-1,2,x
mABHD4 FP,11,-6,-4,-7,1,1,-2,-5
PG9 Ab binder,-0.8,0.9,0.0,0.7,-1.6,0.0,-1.5,-2.0
GC-B act,-3,7,-5,-4,-1,0,-2,-3
ARFGAP1 inhibitor,9,11,7,1,3,6,-13,1
SMARCA2 activ,7,-9,-2,-2,4,-5,1,-5
rCAG binder,17,-1,-8,32,-5,2,0,11

49. O=C(c1ccc2c3c(cccc13)CC2)C1CCCN(C(=O)c2ccc[n+]([O-])c2)C1 (configuration not stated)
50. CCS(=O)(=O)Nc1cccc(-c2ccc3nnc(-c4cccnc4)n3n2)c1
51. O=C1CCCN2N=C(SCC(=O)Nc3ccc([N+](=O)[O-])cc3)SC2=N1
52. CN(c1ccc([N+](=O)[O-])cc1)c1cc2c(c3c1ccn3C)C1CCC2C1 (configuration not stated)
53. CCS(=O)(=O)Nc1ccc(C2=NN(C(=O)c3ccccc3)C(c3cccs3)C2)cc1 (configuration not stated)

Assay by compound,49,50,51,52,53
ASAP1 inh,-8,7,6,7,14
Rev-erbA mod,-3,-4,0,-3,-2
NPR1 activator,-1,14,0,-8,-35
HTRA1 inhibitor,10,1,-2,x,-12
mABHD4 FP,0,-8,-2,3,-37
PG9 Ab binder,1.2,-0.6,-1.6,-1.2,0.3
GC-B act,1,16,-6,-6,-18
ARFGAP1 inhibitor,10,8,16,-6,-1
SMARCA2 activ,-5,-2,-3,-1,-3
rCAG binder,3,3,3,4,12
